Source: PubChem (NCI)
NCI-60 one-dose screen, 48 h, at 10 µM unless noted. Numbers give growth in % (100 = growth as untreated, 0 = no growth, -100 = all killed).
SF-539 – SF-539 CNS cancer. hit rate 6.8% among 81,000. AID 1794752
SF-268 – SF-268 CNS cancer cells. hit rate 3.1% among 82,000
SNB-19 – SNB-19 CNS cancer cells; hit rate 2.5% among 81,000
HCC-2998 – HCC-2998 colon cancer; hit rate 4.7% among 79,000
KM12 – KM12 colon cancer cells | hit rate 5% among 82,000
SF-295 – SF-295 CNS cancer cells | hit rate 5.6% among 79,000 | AID 1794758
SNB-75 – SNB-75 CNS cancer; hit rate 5% among 79,000; AID 1794750
SW-620 – SW-620 colon cancer; hit rate 5.2% among 82,000
HT29 – HT29 colon cancer; hit rate 7.4% among 81,000; AID 1794748
Numbers without * were called inactive; & = joins results of further samples. Rule for the calls: active = growth percent below 10; inactive = the rest.

Results for Nc1nc2c(ncn2C2CC(O)C(CO)O2)c(=O)[nH]1 (configuration not stated) ?
SF-539: 99.4; SF-268: 97.5; SNB-19: 100.2; HCC-2998: 106.4; KM12: 103.8; SF-295: 98.4; SNB-75: 80.2; SW-620: 109.9; HT29: 75.2

Results for Cc1nc2ccc(Cl)cc2c(=O)[nH]1 ?
SF-539: 102.0; SF-268: 95.6; SNB-19: 107.0; HCC-2998: 95.0; KM12: 99.9; SF-295: 91.6; SNB-75: 72.8; SW-620: 96.1; HT29: 93.8

What do the screens show for `CSc1ccc(NC(=O)Nc2ccc(C(=O)NCC(=O)O)cc2)cc1`?
SF-539: 98.5; SF-268: 105.4; SNB-19: 109.8; HCC-2998: 109.1; KM12: 109.0; SF-295: 103.4; SNB-75: 88.6; SW-620: 110.9; HT29: 103.5

Results for CS(=O)c1nccc(-c2c(-c3ccc(F)c(OCCc4ccc(F)cc4)c3)nc3sccn23)n1 (configuration not stated) ?
SF-539: 91.2; SF-268: 93.3; SNB-19: 70.8; HCC-2998: 17.8; KM12: 78.3; SF-295: 98.3; SNB-75: 88.7; SW-620: -5.2*; HT29: 7.8*

Results for CC(C)[C@H](NC(=O)[C@H](CC(=O)O)NC(=O)[C@H](CCCCN)NC(=O)[C@@H](N)CCCN=C(N)N)C(=O)N[C@@H](Cc1ccc(O)cc1)C(=O)O ?
SF-539: 105.2; SF-268: 101.9; SNB-19: 115.3; HCC-2998: 101.4; KM12: 103.9; SF-295: 99.9; SNB-75: 97.1; HT29: 107.2

How did CN(C)c1ccc(/C=C/c2nc(=O)c3ccccc3o2)cc1 do in these assays?
SF-539: 101.3; SF-268: 105.2; SNB-19: 109.6; HCC-2998: 106.6; KM12: 98.3; SNB-75: 85.1; SW-620: 93.1; HT29: 70.7

How did COc1ccc2oc(=O)cc(C3C(C#N)=C(N)Oc4cc(O)ccc43)c2c1 (configuration not stated) do in these assays?
SF-539: 104.7; SF-268: 89.6; SNB-19: 106.7; HCC-2998: 100.3; KM12: 96.9; SF-295: 102.1; SNB-75: 95.8; SW-620: 109.2; HT29: 93.3

What do the screens show for `O=c1[nH]c2ccccc2cc1CSc1cccc(Nc2nccc(-c3ccc4ccccc4c3)n2)c1`?
SF-539: 98.3; SF-268: 98.1; HCC-2998: 97.3; KM12: 95.9; SF-295: 88.0; SNB-75: 84.6; SW-620: 105.4; HT29: 81.8

Results for CC1=NN(c2ccc(S(=O)(=O)O)cc2)C(=O)C1 ?
SF-539: 101.7&102.6; SF-268: 106.2&105.5; SNB-19: 100.2; HCC-2998: 109.9&103.8; KM12: 108.7&109.5; SF-295: 98.8&112.4; SNB-75: 82.2&91.7; SW-620: 100.4&99.2; HT29: 101.9&114.5

How did Clc1ccc(/C=N/Nc2nnc(-c3ccncc3)o2)cc1 do in these assays?
SF-539: 90.1; SF-268: 99.7; SNB-19: 96.8; HCC-2998: 106.6; KM12: 100.6; SF-295: 102.5; SW-620: 96.6; HT29: 106.7

How did CCOC(=S)SCc1cc(=O)oc2ccc(OC)cc12 do in these assays?
SF-539: 86.5; SF-268: 106.4; SNB-19: 102.2; HCC-2998: 107.8; KM12: 96.0; SF-295: 94.7; SNB-75: 95.7; SW-620: 89.6; HT29: 92.6

Results for COc1ccc(S(=O)(=O)n2ccc(-c3ccc(OC(C)C)cc3)n2)cc1 ?
SF-539: 97.1; SF-268: 100.5; SNB-19: 100.1; HCC-2998: 103.1; KM12: 92.0; SF-295: 90.0; SNB-75: 96.9; SW-620: 86.3

How did CN(C)c1ccc([N+](=O)[O-])cc1[N+](=O)[O-] do in these assays?
SF-539: 100.6; SF-268: 102.0; SNB-19: 103.2; HCC-2998: 109.3; KM12: 103.8; SF-295: 84.1; SNB-75: 93.4; SW-620: 100.6; HT29: 101.1

Results for CC(=O)S ?
SF-539: 104.1; SF-268: 102.8; SNB-19: 99.1; HCC-2998: 101.0; KM12: 105.0; SF-295: 104.6; SNB-75: 109.0; SW-620: 104.3; HT29: 107.1

What do the screens show for `COc1ccc(/C=C2\C(=O)N=C3N2N=C(c2ccc(Cl)cc2)N3c2ccccc2)cc1`?
SF-539: 96.0; SF-268: 94.1; SNB-19: 86.4; HCC-2998: 104.2; KM12: 104.2; SF-295: 98.8; SNB-75: 88.2; SW-620: 102.5; HT29: 108.0

Results for O=C(NNc1nc2c(F)cccc2n2cccc12)c1cnccn1 ?
SF-539: -0.4*; SF-268: 30.6; SNB-19: 23.9; HCC-2998: 52.9; KM12: 23.2; SF-295: 8.2*; SNB-75: 74.3; SW-620: 29.0; HT29: 24.3

What do the screens show for `Cc1ccc(-c2cc(-c3ccncc3)[nH]c(=O)c2C#N)cc1`?
SF-539: 96.6; SF-268: 99.3; SNB-19: 93.7; HCC-2998: 104.4; KM12: 101.5; SF-295: 102.4; SNB-75: 86.7; SW-620: 100.2; HT29: 106.7

What do the screens show for `CCOc1ccc(NC(=O)Nc2ccc(OCC)cc2)cc1`?
SF-539: 97.2; SF-268: 104.4; SNB-19: 106.6; HCC-2998: 103.5; KM12: 102.2; SF-295: 95.7; SNB-75: 106.5; SW-620: 116.0; HT29: 106.9

What do the screens show for `[2H]c1c([2H])c(-n2cc3cccc(C(N)=O)c3n2)c([2H])c([2H])c1C1CCCNC1` (configuration not stated)?
SF-539: 75.9; SF-268: 79.7; SNB-19: 82.7; HCC-2998: 71.3; KM12: 83.8; SF-295: 86.0; SNB-75: 71.0; SW-620: 69.6; HT29: 77.9

What do the screens show for `C/C=C\C1OCC(CC)(CCCC)CO1` (configuration not stated)?
SF-539: 102.6; SF-268: 103.3; SNB-19: 100.3; HCC-2998: 100.1; KM12: 108.7; SF-295: 115.9; SNB-75: 99.5; SW-620: 106.3; HT29: 106.5

Of the compounds above, these contain two or more sulfur atoms.
Results for CS(=O)c1nccc(-c2c(-c3ccc(F)c(OCCc4ccc(F)cc4)c3)nc3sccn23)n1 (configuration not stated) ?
SF-539: 91.2; SF-268: 93.3; SNB-19: 70.8; HCC-2998: 17.8; KM12: 78.3; SF-295: 98.3; SNB-75: 88.7; SW-620: -5.2*; HT29: 7.8*

How did CCOC(=S)SCc1cc(=O)oc2ccc(OC)cc12 do in these assays?
SF-539: 86.5; SF-268: 106.4; SNB-19: 102.2; HCC-2998: 107.8; KM12: 96.0; SF-295: 94.7; SNB-75: 95.7; SW-620: 89.6; HT29: 92.6

The listing picks up, repeating the 4 entries before the break.
What do the screens show for `Cc1ccc(-c2cc(-c3ccncc3)[nH]c(=O)c2C#N)cc1`?
SF-539: 96.6; SF-268: 99.3; SNB-19: 93.7; HCC-2998: 104.4; KM12: 101.5; SF-295: 102.4; SNB-75: 86.7; SW-620: 100.2; HT29: 106.7

What do the screens show for `CCOc1ccc(NC(=O)Nc2ccc(OCC)cc2)cc1`?
SF-539: 97.2; SF-268: 104.4; SNB-19: 106.6; HCC-2998: 103.5; KM12: 102.2; SF-295: 95.7; SNB-75: 106.5; SW-620: 116.0; HT29: 106.9

What do the screens show for `[2H]c1c([2H])c(-n2cc3cccc(C(N)=O)c3n2)c([2H])c([2H])c1C1CCCNC1` (configuration not stated)?
SF-539: 75.9; SF-268: 79.7; SNB-19: 82.7; HCC-2998: 71.3; KM12: 83.8; SF-295: 86.0; SNB-75: 71.0; SW-620: 69.6; HT29: 77.9

What do the screens show for `C/C=C\C1OCC(CC)(CCCC)CO1` (configuration not stated)?
SF-539: 102.6; SF-268: 103.3; SNB-19: 100.3; HCC-2998: 100.1; KM12: 108.7; SF-295: 115.9; SNB-75: 99.5; SW-620: 106.3; HT29: 106.5

What do the screens show for `N#Cc1c(-c2ccc(Cl)cc2Cl)cc(-c2ccccc2)[nH]c1=O`?
SF-539: 103.0; SF-268: 98.8; SNB-19: 91.4; HCC-2998: 114.8; KM12: 96.5; SF-295: 91.0; SNB-75: 99.1; SW-620: 100.8; HT29: 110.3

Results for O=C1C(c2ccccc2)=C(N2CCc3ccccc32)OC1(Cl)Cl ?
SF-539: 75.8; SF-268: 83.1; SNB-19: 84.9; HCC-2998: 88.0; KM12: 87.9; SF-295: 83.6; SNB-75: 74.3; SW-620: -28.8*; HT29: 37.4

What do the screens show for `COc1ccc(OC)c(/C=C/C(=O)C2=NN(c3ccc(I)cc3)[C@H](c3cc(OC)ccc3OC)CC2=O)c1`?
SF-539: 67.2; SF-268: 88.9; SNB-19: 87.4; HCC-2998: 91.7; KM12: 43.5; SF-295: 91.9; SNB-75: 89.6; SW-620: 23.0; HT29: 21.2

How did O=C(O)c1cccc([N+](=O)[O-])c1Br do in these assays?
SF-539: 104.0; SF-268: 100.1; SNB-19: 101.2; HCC-2998: 95.3; KM12: 104.5; SF-295: 104.1; SNB-75: 94.5; SW-620: 105.0; HT29: 110.6

Results for Cc1c(C(=O)Nc2nc3ccccc3s2)nnn1-c1ccccc1Cl ?
SF-539: 94.7; SF-268: 102.7; SNB-19: 86.7; HCC-2998: 92.9; KM12: 92.0; SF-295: 89.6; SNB-75: 93.5; SW-620: 93.1; HT29: 87.0

Results for CC(=O)c1c(C)n(C)c2c1c(-c1ccccc1)nc1ccccc12 ?
SF-539: 94.9; SF-268: 95.8; SNB-19: 96.2; HCC-2998: 102.4; KM12: 114.9; SF-295: 92.4; SNB-75: 85.8; SW-620: 97.7; HT29: 111.9

Results for COc1ccc(Nc2cnc3cc(NC(=O)NC4CCCCC4)ccc3n2)cc1 ?
SF-539: 89.1; SF-268: 113.5; SNB-19: 107.1; HCC-2998: 107.9; KM12: 105.3; SF-295: 99.1; SNB-75: 98.7; SW-620: 99.7; HT29: 84.5

How did CC1(C2CC(=O)c3c(O)ccc(O)c3C2)OCCO1 (configuration not stated) do in these assays?
SF-539: 99.3; SF-268: 103.1; SNB-19: 100.6; HCC-2998: 119.4; KM12: 104.8; SF-295: 132.4; SNB-75: 104.5; SW-620: 104.4; HT29: 103.7

Results for CCN(CC)c1cn(-c2ccc(S(N)(=O)=O)cc2)nn1 ?
SF-539: 99.6; SF-268: 100.6; SNB-19: 101.5; HCC-2998: 107.1; KM12: 101.7; SF-295: 101.0; SNB-75: 83.0; SW-620: 101.1; HT29: 97.9

What do the screens show for `CO/N=C(\C)c1ccc(NC(=O)C(C)N2CCN(c3cc4c(cc3F)c(=O)c(C(=O)O)cn4C3CC3)CC2)cc1` (configuration not stated)?
SF-539: 86.5; SF-268: 89.9; SNB-19: 91.2; HCC-2998: 97.2; KM12: 92.1; SF-295: 80.4; SNB-75: 83.7; SW-620: 107.1; HT29: 93.2

How did CSc1[nH]c2ncnc(N)c2c1C#N do in these assays?
SF-539: 96.3; SF-268: 113.1; HCC-2998: 107.7; KM12: 121.8; SF-295: 105.3; SNB-75: 82.5; SW-620: 127.8; HT29: 97.9

How did O=[N+]([O-])c1ccc2[nH]cc(-c3c4ccsc4cc4[nH]c5ccc([N+](=O)[O-])cc5c34)c2c1 do in these assays?
SF-539: -44.9*; SF-268: 19.3; SNB-19: 13.4; HCC-2998: 7.3*; KM12: 3.8*; SF-295: -4.0*; SNB-75: -24.3*; SW-620: 25.0; HT29: -14.5*

Results for Cc1ccc(-c2nc(SCc3nc4ccc(C(=O)O)cc4[nH]3)[nH]c(=O)c2C#N)cc1 ?
SF-539: 97.2; SF-268: 91.9; SNB-19: 93.9; HCC-2998: 103.9; KM12: 98.0; SF-295: 87.9; SNB-75: 78.5; SW-620: 89.6; HT29: 95.5

Results for Nc1ccc(Br)cc1-c1n[nH]c(=O)[nH]c1=O ?
SF-539: 102.5; SF-268: 112.7; HCC-2998: 100.1; KM12: 109.0; SF-295: 88.9; SNB-75: 74.5; SW-620: 94.3; HT29: 109.2

What do the screens show for `O=C1Nc2ccccc2C2(NCCNC2=O)N1` (configuration not stated)?
SF-539: 102.5; SF-268: 101.6; SNB-19: 104.0; HCC-2998: 101.6; KM12: 99.0; SF-295: 102.5; SNB-75: 81.6; SW-620: 103.2; HT29: 104.2

How did O=C(O)c1ccccc1C(=O)Nc1ccccc1Cl do in these assays?
SF-539: 95.5; SF-268: 96.8; SNB-19: 99.1; HCC-2998: 100.6; KM12: 101.2; SF-295: 101.5; SNB-75: 90.1; SW-620: 90.3; HT29: 98.8

What do the screens show for `O=C(O)c1cc(F)cc(F)c1`?
SF-539: 98.3; SF-268: 107.1; SNB-19: 98.8; HCC-2998: 125.2; KM12: 83.4; SF-295: 100.8; SNB-75: 83.2; SW-620: 97.9; HT29: 98.6

Results for Cc1c(C(=O)N[C@@H](Cc2ccccc2)C(=O)C(N)=O)[nH]c2ccccc2c1=O ?
SF-539: 98.8; SF-268: 99.1; SNB-19: 97.3; HCC-2998: 101.8; KM12: 102.7; SF-295: 99.8; SNB-75: 92.8; SW-620: 103.2; HT29: 101.6

How did CC1C(c2ccccc2)=Nn2c(=O)n(-c3ccccc3)c(=O)n21 (configuration not stated) do in these assays?
SF-539: 102.0; SF-268: 103.1; SNB-19: 104.2; HCC-2998: 103.2; KM12: 104.9; SF-295: 95.3; SNB-75: 86.7; SW-620: 100.2; HT29: 109.3
